Screening results (PubChem BioAssay)
ER stress rescue: protection against thapsigargin-triggered cell killing – 384-well, CSM14.1, ATP luminescence, primary screen (AID 1222); 190,000 tested, under 10 active; cellular ATP content (survival), % at 20 µM, or EC50 in µM where a hit was titrated; CSM14.1 thapsigargin-induced death rescue, ATP luminescence; higher % means a stronger effect;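 active = EC50 below 50 µM in the dose-response confirmation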;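 note: death triggered by thapsigargin at about 15 µM added after 2 h compound pretreatment; cell ATP read after overnight thapsigargin exposure of roughly 18 to 22 hours; normalized against plate controls of thapsigargin alone and 5% DMSO vehicle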
P. falciparum M1AAP: malaria alanyl aminopeptidase activity blockers – biochemical, fluorogenic H-Leu-NHMec substrate, 1536-well (AID 1445); recombinant M1AAP, H-Leu-NHMec fluorogenic kinetic assay; higher % means a stronger effect; inhibition, % at 30 µM; hits with a dose series show IC50 in µM; 220,000 tested, 0.42% active;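 active = primary inhibition above the hit cutoff, then over 50% inhibition at one or more dose response concentrations, cut at about 23% in these data, passing the limit was not always enough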;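 note: plate controls were DMSO full reaction for no effect and no enzyme background for full effect; strong numbers were not always called active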
P. falciparum M17LAP: P. falciparum M17LAP inhibitors, primary screen, biochemical, fluorogenic H-Leu-NHMec substrate, 1536-well (AID 1619) | 220,000 tested, 0.38% active | one-dose inhibition, % at 30 µM; IC50 in µM for titrated hits | recombinant M17LAP, H-Leu-NHMec fluorogenic kinetic assay; higher % means a stronger effect;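 active = compound inhibiting the enzyme by more than half at any dose during confirmatory dose-response retesting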;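 note: plate controls were full reaction with DMSO carrier for no effect and no enzyme background for full effect; strong numbers were not always called active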
Insulin prom up: MIN6 insulin promoter up-regulation; AID 1625; 190,000 tested, 0.3% active; z-score at 5 µM; MIN6 insulin promoter-GFP reporter, high-content imaging; active compounds read high;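 active = z-score above 3 at 5 µM with at least 500 cells counted in the well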
Autophagy mod: alters autophagy in cells; MEF GFP-LC3 puncta imaging; test concentration mostly 10 µM; calls only at 10 µM (by protocol); 190,000 tested, 0.98% active;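 active = percentage of spot-positive cells more than 3 SD above its plate mean, without a fluorescence outlier flag or 80% toxicity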;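 note: spot-positive cell cutoff set from DMSO-treated cells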
MT stabilizer: microtubule stabilization, imaging screen. HeLa tubulin immunostaining HCS, 24 h; share of cells brighter than vehicle mean+2SD. % tubulin-high responders, % at 10 µM. 200,000 tested, 0.83% active. AID 2205;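 active = plate Z-score above 3 for both tubulin-high and condensed-nucleus cell shares, with cell loss under 80%, at 10 µM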;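 note: anti alpha tubulin signal scored within the nucleus-defined area of each cell; some results filed as inactive read as strong as hits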
Dynein cargo inh: dynein cargo transport inhibition; 3617.4 mouse cells, GR-EGFP nuclear translocation imaging; test concentration mostly 20 µM; stimulated with dexamethasone, 1 µM; active compounds read low; z-score, hits read low; 220,000 tested, 0.47% active; AID 1381;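 active = plate z-score of nuclear minus cytoplasmic receptor signal below a set negative limit, without overly bright fluorescence or cell loss, cut at about -3.5 in these data, passing the limit was not always enough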;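 note: z-score of nuclear minus cytoplasmic ring GR-EGFP intensity difference per well; some compounds called inactive have numbers as strong as hits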
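Buffer or medium: tet-free, stripped-serum medium; reagent: dexamethasone at 1.0 µM final, 30 min; incubation: 48 h induction, 1 h compound, 30 min dex at 37 °C; measured by: formaldehyde fixation, Hoechst nuclear stain, 10x automated fluorescence imaging; read-out: nuclear-to-cytoplasmic GR-EGFP distribution per well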
Hep lipid drop: hepatic lipid droplet formation modulation | AML12 mouse hepatocytes, oleate lipid droplets, BODIPY imaging | inhibition, % at 6.5 µM | 240,000 tested, 0.4% active | AID 1656;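 active = lipid droplet intensity inhibited by at least 50%, with more than 500 cells counted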
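Test system: AML12 hepatocytes (mouse); reagent: oleate loading, 100 µM; dosing: one dose, 6.5 µM compound; incubation: overnight exposure; signal: fluorescence imaging, 20x objective, two fields per well; read-out basis: % inhibition of corrected integrated BODIPY droplet signal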
Yfh1-depleted yeast: enhancers of respiration in Yfh1-depleted yeast, dose response, Friedreich's ataxia, plus single-dose screen (AID 1465) | 220,000 tested, 0.074% active | S. cerevisiae Yfh1-off respiration, WST-1 reduction, 72 h; higher fold induction means a stronger effect | fold induction at 50 µM; hits with a dose series show EC50 in µM;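 active = fold induction of absorbance versus untreated yeast above a set limit, then at least 30% activation at any dose in follow-up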;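 note: activators that raise dye reduction in frataxin-depleted yeast; strong numbers were not always called active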
Dynein cargo inh cytoplasmic EGFP: second read-out of Dynein cargo inh, no call of its own (marks repeat the call); z-score; measured here: cytoplasmic GR-EGFP intensity; active compounds read high
Dynein cargo inh nuclear GR-EGFP: recorded beside Dynein cargo inh, whose call it bears; z-score; measured here: nuclear GR-EGFP intensity;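 lower value marks the stronger effect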
Dynein cargo inh cell count: recorded beside Dynein cargo inh, whose call it bears; z-score; measured here: cell count per field
Insulin prom up cell count: also measured in Insulin prom up; calls as there; cell count; measured here: cytotoxicity, nuclei count;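 total cells summed across four imaged fields per well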
Hep lipid drop cells 6.5 µM: further read-out of Hep lipid drop, marked with its call; cell count; measured here: cell count, cytotoxicity flag;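 cells counted across two imaged fields per well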
MT stabilizer Hoechst-high %: second read-out of MT stabilizer, no call of its own (marks repeat the call); % Hoechst-high responders; measured here: nuclear condensation Hoechst responders;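 share of cells brighter than vehicle mean plus two SD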
MT stabilizer cytotoxicity %: also measured in MT stabilizer; calls as there; toxicity, %; measured here: cytotoxicity by cell density;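 0% = mean cell density of plate MIN control wells and 100% = no cells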
Autophagy mod cell loss 18 h: recorded beside Autophagy mod, whose call it bears; toxicity, %; measured here: cell loss, nuclei count;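 cell loss after 18 h compound exposure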
* marks the source's active call; other numbers are inactive results; i = inactive; . = not tested or not shown.

cpd	SMILES	ER stress rescue	P. falciparum M1AAP	P. falciparum M17LAP	Insulin prom up	Insulin prom up cell count	Autophagy mod	Autophagy mod cell loss 18 h	MT stabilizer	MT stabilizer Hoechst-high %	MT stabilizer cytotoxicity %	Dynein cargo inh	Dynein cargo inh cytoplasmic EGFP	Dynein cargo inh nuclear GR-EGFP	Dynein cargo inh cell count	Hep lipid drop	Hep lipid drop cells 6.5 µM	Yfh1-depleted yeast
1	CCN(CC)S(=O)(=O)c1cccc(-c2n[nH]c(=S)n2/N=C/c2ccc(OC)cc2)c1	-0.5%	13%	2%	-0.37	1252	i	-10	2.3	4.1	2.3	-0.39	-0.19	-0.57	0.64	0	594	i
2	O=C(c1ccc2c(c1)OCO2)C1CCCN(Cc2ccc3cccc(F)c3n2)C1 (centres undefined)	0.8%	-6%	-2%	.	.	i	1	2.4	1.9	7.4	-1.1	-0.12	-0.3	1.1	-2	711	i
3	COc1cccc(CNCCc2c[nH]c3ccccc23)c1OCc1ccccc1	-5.7%	9%	1%	-1.4	858	i	23	3.9	1.5	6.0	0.32	-0.18	0.22	-0.43	-17	575	i
4	COc1ccc(N2C(=O)C(Cl)=C(Nc3ccccc3O)C2=O)cc1	-2.5%	3%	26%	-0.41	851	i	44	1.6	1.0	11	-0.7	0.12	-0.18	0.62	-14	751	i
5	CC(C)c1ccc(Nc2nc(CC(=O)O)cs2)cc1	-1.3%	8%	13%	-0.34	1211	i	1	2.4	1.7	10.0	-1.1	-0.28	-0.66	0.89	12	702	i
6	N#CCSc1nc2ccccc2c(=O)n1CCCC(=O)NCc1ccco1	1.7%	6%	-1%	-0.59	1291	i	22	1.6	1.9	5.6	-1.1	-0.26	-0.61	0.99	15	736	i
7	O=S(=O)(c1ccc2ccccc2c1)N1CCCCCC1	-0.9%	7%	7%	-1.9	1610	i	-6	1.8	1.7	12	-0.73	-0.23	-0.67	0.84	-3	630	i
8	CC1=NN(C(=O)CSCc2ccccc2)C(O)(c2ccc(F)cc2)C1 (centres undefined)	-1.1%	-2%	7%	0.49	1561	i	14	4.9	2.2	3.4	0.28	-0.36	0.83	-0.19	-2	740	i
9	CCNc1c(C(=O)O)ccc2c1C(=O)c1ccccc1C2=O	-0.6%	9%	-24%	0.01	1434	i	9	8.2	2.4	3.8	2.3	-0.21	1.4	-0.58	-16	662	i
10	CCCCCC/C=C/c1ccc(OC)c([C@H]2[C@H]3C=CC[C@@H](C)[C@@H]3C(=O)N2Cc2ccccc2)c1	.	-4%	-3%	.	.	.	.	.	.	.	0.23	-0.73	0.26	-0.51	26	701	i
11	CCOCCn1c(SCc2ccc(C)cc2)nc2c1c(=O)[nH]c(=O)n2C	-0.5%	4%	7%	1.4	991	i	1	2.8	2.9	7.8	0.15	-0.11	0.14	-0.7	.	.	i
12	CCc1ccc(NC(=O)Nc2ccncc2)cc1	-2.7%	-5%	7%	-0.09	1363	i	14	2.1	0.9	5.9	-0.34	-0.3	-0.18	0.68	-11	677	i
13	CC(C)n1nc(C(=O)Nc2ccccc2N2CCOCC2)c2ccccc2c1=O	-3.8%	6%	-5%	-1.2	1248	i	-15	3.9	4.0	8.2	2.3	-0.19	0.81	-1.9	0	674	i
14	NC(=O)C1CCN(C(=O)COc2ccc(Nc3ccccc3)cc2)CC1	.	0%	-2%	-0.72	889	.	.	.	.	.	0.91	-0.046	1.2	-2	-26	673	i
15	Cc1ccc2nnc(Cl)n2n1	-0.7%	0%	-8%	-0.18	1855	i	-1	1.9	1.2	9.0	9.5e-05	-0.19	-0.19	0.13	-1	658	.
16	Cc1sc2ncn(CC(=O)OC(C)C(=O)NC(C)(C)C)c(=O)c2c1C (centres undefined)	-0.1%	9%	-10%	-0.06	870	i	44	1.8	1.0	3.4	1.5	-0.17	1.4	0.28	8	844	i
17	Cc1ccc(S(=O)(=O)N2CCCCC2)cc1C(=O)Nc1ncn[nH]1	0.9%	9%	-13%	-0.01	1222	.	.	.	.	.	.	.	.	.	.	.	.
18	S=C1NCN(Cc2cccnc2)CN1c1cccc2ccccc12	.	1%	1%	.	.	.	.	.	.	.	-1.3	-0.24	-0.73	1.1	-3	732	i
19	CC(=O)N1CCN(CC(=O)Nc2ccccc2Sc2ccc(Cl)cc2)CC1	-1.6%	6%	0%	-1.2	1328	i	-4	3.3	1.8	9.5	-0.94	-0.31	-0.87	1.1	-4	602	i
20	COc1ccc(CCNC(=O)CSc2cccc3cccnc23)cc1OC	0.0%	4%	-1%	-0.73	1324	i	0	6.9	1.6	5.6	0.23	-0.28	-0.056	-0.89	10	732	i
21	COc1cc(OC)c(C2CC(=O)N3CN(c4ccc(C)cc4)CSC3=C2C#N)cc1OC (centres undefined)	-2.1%	14%	15%	0.4	1504	i	-4	1.7	3.7	8.7	-1.1	-0.078	-0.15	0.94	.	.	.
22	CCCCCCNc1c([N+](=O)[O-])cc(C)cc1[N+](=O)[O-]	.	.	.	.	.	i	37	1.9	2.8	8.1	0.49	-0.22	0.53	0.49	.	.	i
23	O=C(COC(=O)c1cc(-c2cccc3ccccc23)nc2ccccc12)NC1CCS(=O)(=O)C1 (centres undefined)	11%	8%	-8%	0.44	1317	i	-8	4.9	2.6	10	-0.73	-0.2	-0.66	0.75	8	572	i
24	CC(C)c1ccc2oc(-c3ccc(N)cc3)nc2c1	-5.5%	5%	-7%	0.27	1294	i	-4	3.9	1.9	2.7	-1.3	-0.28	-0.76	1.1	.	.	i

Structures above that contain a COOH group, in the order listed:
cpd	SMILES	ER stress rescue	P. falciparum M1AAP	P. falciparum M17LAP	Insulin prom up	Insulin prom up cell count	Autophagy mod	Autophagy mod cell loss 18 h	MT stabilizer	MT stabilizer Hoechst-high %	MT stabilizer cytotoxicity %	Dynein cargo inh	Dynein cargo inh cytoplasmic EGFP	Dynein cargo inh nuclear GR-EGFP	Dynein cargo inh cell count	Hep lipid drop	Hep lipid drop cells 6.5 µM	Yfh1-depleted yeast
5	CC(C)c1ccc(Nc2nc(CC(=O)O)cs2)cc1	-1.3%	8%	13%	-0.34	1211	i	1	2.4	1.7	10.0	-1.1	-0.28	-0.66	0.89	12	702	i
9	CCNc1c(C(=O)O)ccc2c1C(=O)c1ccccc1C2=O	-0.6%	9%	-24%	0.01	1434	i	9	8.2	2.4	3.8	2.3	-0.21	1.4	-0.58	-16	662	i

Carrying on:
cpd	SMILES	ER stress rescue	P. falciparum M1AAP	P. falciparum M17LAP	Insulin prom up	Insulin prom up cell count	Autophagy mod	Autophagy mod cell loss 18 h	MT stabilizer	MT stabilizer Hoechst-high %	MT stabilizer cytotoxicity %	Dynein cargo inh	Dynein cargo inh cytoplasmic EGFP	Dynein cargo inh nuclear GR-EGFP	Dynein cargo inh cell count	Hep lipid drop	Hep lipid drop cells 6.5 µM	Yfh1-depleted yeast
25	Cc1cccc(C)c1NC(=O)COC(=O)c1ccc([N+](=O)[O-])o1	-0.2%	0%	3%	0.22	1291	i	2	4.0	2.8	9.1	-0.9	-0.33	-0.24	0.39	8	688	i
26	O=C(Nc1nnc(-c2ccc3c(c2)CCCC3)o1)c1ccccc1	.	-11%	5%	0.89	1843	i	12	8.4	0.4	4.2	1.5	-0.0083	1	-1.2	21	649	i
27	Cc1cccc(S(=O)(=O)C(C#N)c2nc3ccccc3nc2N2CC(C)OC(C)C2)c1 (centres undefined)	-2.8%	17%	17%	0	1402	i	-3	2.3	1.6	5.5	0.067	-0.072	-0.14	-0.065	15	710	i
28	CC(=O)Nc1ccc(/C=N/Nc2nc3ccccc3s2)cc1	.	6%	-2%	-0.24	1291	.	.	.	.	.	-0.38	-0.23	-0.28	0.67	12	772	i
29	CC/C=C/C(=O)N1CC2(CC(c3cccc(NC(=O)c4ccccc4)c3)=NO2)C[C@@H]1C(N)=O (some centres undefined)	-1.8%	0%	7%	-0.13	1400	i	-25	3.0	1.8	6.7	1.5	0.098	1.1	-1.3	.	.	i
30	CCOC(=O)CSc1nnc(CNC(=O)c2ccco2)n1C	-2.4%	-4%	10%	-0.32	1671	i	-7	1.8	2.3	10	-1.1	-0.2	-0.39	0.4	.	.	i
31	COC(=O)C(/C=N/OCc1ccc([N+](=O)[O-])cc1)NC(=O)c1ccccc1 (centres undefined)	-3.6%	-6%	6%	-0.13	946	i	36	2.0	0.9	6.6	-0.2	-0.18	0.095	1	-2	775	i
32	COc1ccccc1NC(=O)Cn1c(=O)oc2ccccc21	-1.2%	1%	-13%	-0.36	1888	i	2	2.6	2.5	19	1.9	-0.24	1.3	-0.94	-4	486	i
33	O=C(CN1C2=NCCCN2c2ccccc21)c1cccc(Br)c1	-0.4%	4%	5%	-0.2	1204	i	-10	2.4	2.6	9.6	0.79	-0.26	0.46	-0.43	-3	626	i
34	Cc1ccc(-n2[nH]c(C)c(/C=N/c3ccccn3)c2=O)cc1	-0.7%	3%	-5%	-0.25	1258	i	-7	2.1	2.6	9.7	-0.31	0.84	0.1	0.16	.	.	i
35	COc1ccc(C2/C=C\CN(S(=O)(=O)c3ccc(-c4ccccc4)cc3)CC(=O)N2Cc2ccc(F)cc2)cc1 (centres undefined)	.	3%	6%	-0.51	1074	.	.	.	.	.	-0.46	-0.77	-0.18	0.49	-2	742	i
36	Oc1ccc(Br)cc1C=Nc1ccc2[nH]ncc2c1	8.0%	21%	-4%	.	.	i	5	9.2	1.0	12	-0.2	-0.17	-0.093	-0.36	26	620	i
37	CCOC(=O)CSc1nc2ccccc2c(=O)n1C1CCCC1	-1.0%	0%	5%	-0.21	1329	i	0	4.8	2.5	8.5	-0.071	-0.26	-0.16	1.2	2	710	i
